# Compound activity from PubChem BioAssay.
# PDI turbidity – inhibitors of human protein disulfide isomerase. P07237. PDI insulin aggregation turbidity, A650, 90 min. inhibition, % at 10 µM. 350,000 tested, 0.052% active. AID 588391;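 active = mean inhibition across replicates of 30% or more, whatever share of single replicates reach that level; inconclusive = mean inhibition below 30% while every single replicate reaches 30%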;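 also: absorbance from insulin aggregation driven by PDI reduction with DTT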
# Cardio protect – modulators protecting cardiomyocytes from myocardial damage | H9c2 cardiomyocytes, H2O2 injury protection, ATPLite, 2 h | protection from H2O2 cell death, % at 20 µM | 360,000 tested, 0.63% active;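 active = compounds giving at least 50% protection of heart cells from peroxide-induced death in the single-dose screen, raw or plate-pattern-corrected value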;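 also: 0% = DMSO wells with peroxide and 100% = DMSO wells without peroxide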
# Vif imaging – blocks HIV Vif function. HEK293T cells, Vif self-association by quenched fluorescence, imaging, 24 h. AID 602346. 340,000 tested, 0.35% active. inhibition, % at 7.49 µM; in the data active = inhibition above about 50%, passing the limit was not always enough; inconclusive = no clear call, values can overlap the other calls; inactive = below about 31%; also: some results filed as inactive read as strong as hits
# Glyco luc inh – N-linked glycosylation inhibition. reporter increase, % at 12.5 µM. D54 ERlucT glycosylation luciferase reporter, 24 h; percent of 100 nM tunicamycin response. 360,000 tested, 0.23% active;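 active = mean luciferase reporter signal, scaled so untreated is 0 and the glycosylation-blocking control 100, at or above a set limit in every replicate; inconclusive = mean reaches the limit but not every replicate does; inactive = mean below the limit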;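 also: luciferase carries N-glycosylation sites so blocking glycosylation raises the light; 0% = median of neutral control wells and 100% = median of 100 nM tunicamycin wells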
# HTR2A ag – mouse HTR2A agonism via beta-arrestin recruitment. P35363. CHO-K1 mHTR2A beta-arrestin complementation, luminescence; percent of 30 µM serotonin response. activation, % at 7.6 µM. 360,000 tested, 0.66% active;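 active = activation above a run cutoff, the mean activation of all tested compounds plus 3 SD, cut at about 14% in these data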;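 also: 0% = plate median of compound wells and 100% = 30 µM serotonin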
# hiPSC survival – hiPSC single-cell survival enhancement. ATPlite luminescence; 100% = ROCK inhibitor wells, 0% = DMSO. survival enhancement, % at 20 µM. 360,000 tested, 0.044% active. AID 602274; in the data active = survival enhancement above about 18%;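 also: cells exposed to compounds for 16 hours before the ATP read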
# ABCB6 inh MLPCN – human ABCB6 transporter inhibition | fluorescence ratio to DMSO, % at 10 µM | 360,000 tested, 0.19% active | AID 602162 | Q9NP58 | K562-ABCB6 porphyrin accumulation, flow cytometry, 1 h; stronger effect = lower value;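 active = fluorescence ratio to DMSO below 75%, the collection mean minus 3 SD; inconclusive = too few cells collected in the well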;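 also: signal is porphyrin accumulated inside mitochondria; 100% equals median channel fluorescence of DMSO control wells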
# Target sequence (Q9NP58 whole entry, looked up): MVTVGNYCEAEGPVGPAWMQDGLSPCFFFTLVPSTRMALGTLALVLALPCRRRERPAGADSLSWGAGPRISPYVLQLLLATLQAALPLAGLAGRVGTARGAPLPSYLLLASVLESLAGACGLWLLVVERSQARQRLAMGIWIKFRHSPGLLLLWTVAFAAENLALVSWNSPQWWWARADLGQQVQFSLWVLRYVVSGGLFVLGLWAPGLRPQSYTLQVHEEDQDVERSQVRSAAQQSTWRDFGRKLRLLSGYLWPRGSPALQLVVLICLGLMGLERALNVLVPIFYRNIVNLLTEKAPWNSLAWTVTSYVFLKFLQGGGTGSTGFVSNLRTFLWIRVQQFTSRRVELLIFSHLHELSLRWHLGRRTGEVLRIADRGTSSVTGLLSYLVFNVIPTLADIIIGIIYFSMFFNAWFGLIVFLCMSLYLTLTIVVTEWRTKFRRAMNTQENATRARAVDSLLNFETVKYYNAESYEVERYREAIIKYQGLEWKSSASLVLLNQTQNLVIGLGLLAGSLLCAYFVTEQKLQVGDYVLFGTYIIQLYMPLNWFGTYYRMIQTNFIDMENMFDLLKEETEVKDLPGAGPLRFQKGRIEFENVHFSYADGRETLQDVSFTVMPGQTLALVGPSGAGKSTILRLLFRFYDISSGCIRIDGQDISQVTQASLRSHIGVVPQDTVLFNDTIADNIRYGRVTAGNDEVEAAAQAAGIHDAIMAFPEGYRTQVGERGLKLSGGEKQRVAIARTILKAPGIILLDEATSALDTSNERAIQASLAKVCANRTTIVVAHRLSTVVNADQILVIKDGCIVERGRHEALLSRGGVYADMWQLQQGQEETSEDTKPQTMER
# Exocytosis inh – blocks lytic granule exocytosis; 360,000 tested, 0.66% active; inhibition, % at 10 µM; AID 651702; TALL-104 LAMP-1 surface exposure, flow cytometry; cells stimulated with thapsigargin and PMA;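 active = inhibition above about 55%, limit read from the data; inconclusive = no clear call, values can overlap the other calls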
# aDG glyco act – increases alpha dystroglycan glycosylation. Pro5-aDG cells, alpha-DG glycosylation AlphaScreen (IIH6); 0% Pro5, 100% B10-LARGE cell signal. activation, % at 10 µM. 360,000 tested, 0.22% active;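 active = activation of at least 8% versus controls, or a plate z-score of at least 8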;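 also: Pro5 are CHO cells carrying HIG-tagged alpha-DG that lacks glycosylation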
# CaV13 FRET inh – Primary screen for inhibitors of IQ motif and Ca2+-dependent inactivation inhibitor domain binding in CACNA1D, Förster resonance energy transfer in living cells, …. HEK cells, CFP/YFP FRET ICDI-IQ, plate reader, 10 min; percent FRET-ratio fall versus neutral wells. inhibition, % at 12.3 µM. 340,000 tested, 0.098% active. AID 743397;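 active = mean replicate inhibition of at least 30% and at least 1% of replicates passing that level; inconclusive = only one of the two criteria is met; inactive = neither criterion is met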;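 also: 0% = median of the neutral control wells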
# The depositor's hits bear a star; ? = inconclusive; . = not tested or not shown.
SMILES,PDI turbidity,Cardio protect,Vif imaging,Glyco luc inh,HTR2A ag,hiPSC survival,ABCB6 inh MLPCN,Exocytosis inh,aDG glyco act,CaV13 FRET inh
Cc1ccc2c(=O)cc(C(=O)NC3CCS(=O)(=O)C3)oc2c1C (stereo not given),-11.3,0.4,9.2,3.1,-5.8,-0.2,103.0,0.3,0.1,-1.7
c1coc(CNC2CCCCCCC2)c1,4.9,-0.5,2.5,0.0,0.3,-0.8,91.0,-0.3,-0.2,-3.8
COc1ccc(-c2cn(CCO)nc2-c2ccc(OC)cc2)cc1,14.8,8.6,-4.1,0.3,-3.9,0.5,97.0,24.0,-0.2,-18.4
O=C(Nc1ccc2nc(-c3cccs3)c(-c3cccs3)nc2c1)NC1CC1,-1.5,3.9,7.1,-6.2,-0.9,-3.2,100.0,98.9*,-0.3,-0.8
COc1cc(F)c(C2=CC(=O)C[C@H](c3ccc(Cl)cc3)C2)cc1F,1.1,-4.7,-11.4,-1.8,0.4,-1.9,99.0,-4.9,-0.2,-9.3
C/C(CC(=O)Nc1ccc2c(c1)OCCO2)=N\NC(=O)c1cccc(O)c1,2.2,5.8,-1.1,-0.5,-12.9,0.6,98.0,-11.6,0.0,-5.9
COc1ccc(CCN2CC(=O)NC(=O)C2)cc1OC,0.7,0.0,-1.6,-0.3,3.7,-1.5,97.0,2.3,0.0,-3.4
COc1cccc(NC(=O)CN(C)C(C)C(=O)N2CCCCC2)c1 (stereo not given),10.2,8.8,-0.3,0.7,5.2,1.9,96.0,-3.3,-0.3,-6.3
CCCCC(CC)CNC(=O)C(=O)C1C(=O)Nc2ccccc21 (stereo not given),5.2,0.7,-3.5,2.2,3.8,2.3,103.0,-0.5,-0.3,-3.6
CCOC(=O)c1cccc(NC(=O)Cn2c(CC(=O)NC)nc3ccccc32)c1,5.1,1.6,-2.1,0.5,2.4,0.9,95.0,7.0,2.3,-4.4
CCn1c(P(C)(=O)O)nc2cc(NC(=O)c3ccccc3Cl)ccc21,13.9,1.7,14.6,-1.2,1.5,-2.8,94.0,-0.5,0.1,-15.7
O=C(COc1ccccc1Cl)N1CCCC1,-6.7,-2.0,13.2,0.8,-0.8,0.8,100.0,-2.1,0.0,-7.8
COc1ccc(C2=NN(CN3C(=O)C(=O)c4ccccc43)C(c3cccc([N+](=O)[O-])c3)C2)cc1 (stereo not given),2.7,0.5,16.0,2.5,2.8,-0.8,97.0,6.9,-0.1,16.5
CCCCCC(=O)N1C[C@H](n2cc(C3CC3)nn2)[C@@H](O)C[C@@H]1c1ccc(C)cc1,14.8,0.6,-2.4,1.3,-3.2,-0.9,102.0,0.7,0.0,-7.0
CCN(C(=O)c1cccs1)c1nc(-c2ccc(OC)cc2)cs1,6.0,-9.1,0.2,-1.6,-2.5,2.5,98.0,-4.1,-0.4,-5.8
CC(=O)Nc1ccc(C2=CC(=O)C[C@H](c3ccc(Cl)cc3)C2)cc1,1.2,2.1,3.8,2.2,-4.2,1.6,95.0,7.9,0.1,-4.2
COc1ccc(NC(=O)c2cccc3c(-c4ccc(OC)cc4C)coc23)cc1,-9.7,-8.3,-20.3,-4.4,2.0,3.4,97.0,-2.9,0.1,-8.0
Cc1cccc(C(=O)OC(C)C(=O)NC(=O)NC2CCCCC2)c1O (stereo not given),-11.1,-0.9,-5.6,0.4,3.5,0.8,98.0,6.9,-0.1,.
CC1=CC(c2ccc(Cl)cc2)n2nc(N3C(=O)CCC3=O)nc2N1 (stereo not given),7.8,-11.2,-4.2,1.6,5.6,1.2,101.0,-0.7,0.0,.
O=C(NC(=S)Nc1c(Cl)ccc2nsnc12)c1ccccc1F,-5.6,-2.3,-6.8,3.3,0.7,-0.4,86.0,?,0.5,-7.4
CN(C)CC(O)COc1ccc(C(C)(C)c2ccc(OCC(O)CN(C)C)cc2)cc1 (stereo not given),7.3,-18.6,-7.7,1.1,-0.6,-3.2,100.0,-2.9,5.5,-5.0
CCOc1ccc(-c2nnc(NC(=O)c3ccc(OCC(C)C)c(OC)c3)o2)cc1,-2.6,27.6,1.4,0.5,1.1,1.1,106.0,-1.1,0.3,.
COc1ccc(CCNC(=O)Cn2nnc3ccccc3c2=O)cc1,-6.7,-6.0,1.5,2.7,3.2,2.7,83.0,-1.8,-0.2,-4.6
COc1ccc(CCNC(=O)c2cccc(C(=O)NCCc3ccc(OC)cc3)n2)cc1,7.2,45.9,-12.3,-4.7,-0.7,0.2,94.0,10.4,0.1,-21.3
CC(=O)N1N=C(c2ccc(Cl)cc2)OC12CCCC2,-9.3,4.6,-2.7,-0.2,0.3,0.1,99.0,1.8,-0.1,-0.2
CCOc1ccccc1/C=N/n1c(COc2ccccc2)n[nH]c1=S,-11.3,-3.9,-1.9,1.1,5.1,-0.7,98.0,19.4,0.0,-4.5
Cc1nc(SCC(=O)Nc2c(C)n(C)n(-c3ccccc3)c2=O)n[nH]1,0.3,2.4,16.4,-0.2,5.0,-0.3,103.0,1.7,0.1,-4.3
CCCCN1Cc2c(nc3cc(-c4ccco4)[nH]n3c2=O)C1=O,-4.3,4.1,1.5,-0.5,-1.0,-0.2,96.0,-6.6,-0.2,-19.9
COc1ccc(NC(=O)C2CC(=O)N(c3ccc(C)cc3)C2)cc1S(=O)(=O)N1CCCCC1 (stereo not given),9.1,2.0,11.0,0.2,-0.7,2.1,96.0,1.1,-0.1,-5.8
Cc1ccc(C2/C=C\CC(NC(=O)OCC3c4ccccc4-c4ccccc43)CC(=O)N2Cc2ccccc2)cc1 (stereo not given),1.9,-4.8,3.5,-5.2,-4.7,-2.3,97.0,3.6,0.2,-5.4
Cc1oc2c(C)c(O)ccc2c(=O)c1-c1cnn(-c2ccccc2)c1,2.3,-14.5,-9.2,1.9,4.7,0.4,100.0,-6.0,0.1,-4.4
CC(=O)c1cc(CN2CCC(n3nccc3NC(=O)c3ccccc3Cl)CC2)cs1,-1.6,0.6,-4.6,-0.1,1.5,-0.5,102.0,-0.1,-0.1,-6.0
O=C(Nc1ccccc1Cl)/C(Cl)=C(\Cl)S(=O)c1ccccc1 (stereo not given),-0.4,-11.7,0.0,-23.9,-8.9,1.9,43.0*,50.2,-0.8,-20.1
Cc1cnc(NC(=O)CSc2c(Cl)cccc2Cl)s1,0.9,-8.1,-12.8,-11.2,-2.4,-0.3,98.0,-5.4,-0.2,.
O=C(CN1C(=O)C2C3C=CC(C3)C2C1=O)NCCc1ccccc1Cl (stereo not given),9.5,8.5,.,2.3,-2.0,0.5,89.0,0.2,0.1,-3.9
COc1ccc(NC2CCCN(C(=O)CCc3cccc(F)c3)C2)cc1 (stereo not given),1.0,-3.0,-3.1,1.3,-7.6,-0.3,100.0,36.7,0.3,-4.4
Cc1nn(C2CCS(=O)(=O)C2)c(Cl)c1/C=C/C(=O)OCC(=O)Nc1ccc2c(c1)OCO2 (stereo not given),0.3,-4.4,2.6,1.3,0.8,-0.5,100.0,-1.7,0.1,-6.3
CCCCOc1cc(NCc2ccccc2)c2ncn(C(C)C)c2c1,-0.2,-17.5,-3.7,-2.8,-0.4,-2.9,107.0,-0.7,1.3,-4.8
Cc1nn(-c2ccccc2)c(C)c1/C=N\N1CCN(c2ccc(Cl)cc2)CC1,0.5,-10.6,5.7,-1.6,5.6,-2.3,91.0,1.9,0.4,-7.8
CC(C)N=C1CC(C)(C)CC(=O)/C1=C(/O)CCCN1C(=O)c2ccccc2C1=O,-12.4,6.9,-24.9,0.9,4.0,4.3,96.0,-1.6,0.1,-2.9
COc1ccc(C(=O)NCCc2cc3c(OC)ccc(OC)c3[nH]c2=O)cc1OC,-6.1,11.1,14.1,-1.8,-0.5,1.5,98.0,-7.5,-0.2,-1.3
CC1CCN(C(=O)Cc2nn(C)c(=O)c3ccccc23)CC1,3.2,5.1,18.9,0.1,4.4,1.4,92.0,0.9,-0.3,-0.6
CC1(C(=O)NS(=O)(=O)c2ccc(F)cc2F)CCN1C(=O)c1ccc(C2CCCCC2)cc1 (stereo not given),16.3,2.4,.,-0.8,1.9,5.0,98.0,0.8,-0.1,-6.3
Cc1cc(/C=N/n2cnnc2)c(C)n1-c1ccc(OCc2ccc(Cl)cc2)cc1,-2.2,-34.5,1.7,-12.5,3.0,0.0,105.0,0.6,4.8,.
CC(C)OCCCNC(=O)C(=O)NCCCOC(C)C,0.4,2.0,11.0,2.3,-1.3,2.3,93.0,-1.5,-0.2,.
Cc1ccc(Nc2cc(C)nc3ccc(C)cc23)cc1,-0.6,-10.6,-4.2,1.3,-7.5,-0.1,96.0,54.3,0.5,3.4
CCOC(=O)c1ccc(N2C(=O)C(O)=C(C(C)=O)C2c2ccc(O)c(OC)c2)cc1 (stereo not given),0.2,15.8,0.9,2.1,-0.9,0.8,101.0,-1.1,0.0,.
CC1Cc2ccccc2N1C(=O)COC(=O)Cn1cnc2ccccc2c1=O (stereo not given),-4.8,1.9,-7.1,1.6,-3.7,-0.3,98.0,-1.2,-0.2,-4.5
CCOc1ccc(NC(=O)c2cccs2)c([N+](=O)[O-])c1,-15.3,-1.6,7.8,-0.9,3.4,2.4,91.0,-0.5,-0.3,.
Cc1c(-c2cccs2)[n+](=O)c2c(n1[O-])CCC2,-1.8,2.4,-1.2,-0.7,2.3,0.7,89.0,-2.7,0.0,-4.5

# Other structures.
SMILES,PDI turbidity,Cardio protect,Vif imaging,Glyco luc inh,HTR2A ag,hiPSC survival,ABCB6 inh MLPCN,Exocytosis inh,aDG glyco act,CaV13 FRET inh
CCCCc1nnc(NC(=O)CCS(=O)(=O)Cc2ccccc2)s1,8.9,-3.8,2.4,-4.3,0.7,0.8,92.0,0.4,1.4,.
CCOc1ccc(CCNC(=O)CCC(=O)N2CCSc3ccccc32)cc1OCC,.,22.1,2.1,-0.3,3.1,-0.1,101.0,2.7,-0.3,-1.9
Cc1cccc2c1NC(=O)C2=O,0.5,3.5,2.8,1.8,9.9,-0.8,98.0,-4.7,-0.1,-5.1
Cc1ccn(C(=O)c2ccc(NC(=O)C3CCCCC3)cc2)n1,7.2,9.2,-25.5,0.0,0.7,-2.8,94.0,-3.0,-0.3,-3.5
Cc1cccc(NC(=O)CCNC(=O)c2ccc(Br)cc2)c1,3.5,-1.8,2.7,5.0,-2.6,-0.2,97.0,11.1,0.1,-3.3

# Some of these compounds in order of length of the SMILES, descending:
SMILES,PDI turbidity,Cardio protect,Vif imaging,Glyco luc inh,HTR2A ag,hiPSC survival,ABCB6 inh MLPCN,Exocytosis inh,aDG glyco act,CaV13 FRET inh
CCOc1ccc(CCNC(=O)CCC(=O)N2CCSc3ccccc32)cc1OCC,.,22.1,2.1,-0.3,3.1,-0.1,101.0,2.7,-0.3,-1.9
CCCCc1nnc(NC(=O)CCS(=O)(=O)Cc2ccccc2)s1,8.9,-3.8,2.4,-4.3,0.7,0.8,92.0,0.4,1.4,.
Cc1c(-c2cccs2)[n+](=O)c2c(n1[O-])CCC2,-1.8,2.4,-1.2,-0.7,2.3,0.7,89.0,-2.7,0.0,-4.5
Cc1cccc2c1NC(=O)C2=O,0.5,3.5,2.8,1.8,9.9,-0.8,98.0,-4.7,-0.1,-5.1
